Screening results as filed in PubChem BioAssay.
PI5P4K alpha inh: blocks human PI5P4K alpha kinase activity; PI5P4Kalpha enzyme, ADP-Glo luminescence, 60 min; stronger effect = lower value; max response, %; 1.2% of 330,000 active; AID 652105; active = max response of -50% or lower; inconclusive = between -30% and -50%; inactive = -30% or higher; note: value at the top dose of about 77 µM; % is set by controls: 0 for no effect and ±100 for the full control effect
Target sequence (P48426 whole entry, looked up): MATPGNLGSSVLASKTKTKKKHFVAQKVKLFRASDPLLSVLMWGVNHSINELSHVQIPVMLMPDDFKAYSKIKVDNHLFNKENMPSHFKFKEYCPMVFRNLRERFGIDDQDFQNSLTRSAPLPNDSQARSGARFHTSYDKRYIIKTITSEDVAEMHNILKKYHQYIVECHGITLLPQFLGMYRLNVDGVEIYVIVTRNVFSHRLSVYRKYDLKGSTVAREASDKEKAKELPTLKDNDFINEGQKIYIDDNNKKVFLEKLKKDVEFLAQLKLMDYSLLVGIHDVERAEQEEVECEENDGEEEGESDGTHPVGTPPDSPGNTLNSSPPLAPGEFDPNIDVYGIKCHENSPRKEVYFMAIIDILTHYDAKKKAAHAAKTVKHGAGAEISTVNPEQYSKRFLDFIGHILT
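ADP-Glo luminescence end-point after a 60 min room-temperature kinase reaction. PI5P4Kalpha and substrate in HEPES pH 7.4 buffer with EGTA, 0.1% CHAPS and 5% DMSO; ATP at 5 microM final.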
EPAC1 ag: EPAC1 (human) agonism; Potency, µM (titrated, usually from 154 µM), inactives show at the highest dose activation, most hits filed as activators; EPAC1 agonist qHTS, biochemical assay; response scale: 100% = response to 6.5 mM cAMP; O95398; 0.073% of 360,000 active; note: potency is the fitted concentration of half-maximal effect; nearly all actives have a fitted effect of over 60% in size
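Multi-concentration qHTS readout: loss of Rap1B-bound BODIPY-GDP fluorescence driven by 100 nM EPAC1 with excess GDP (50 uM), monitored kinetically at room temperature; agonist response expressed relative to 6.5 mM cAMP.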
GLP1R cytotox: cytotoxic in the GLP-1 receptor inverse agonist counter-screen. 0.13% of 410,000 active. Potency, µM (doses to about 38.3 µM), for the others: at the highest dose activity change, negative = inhibition, hits mostly inhibitors. HEK293 cAMP-luciferase reporter cells, luminescence, 24 h;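 note: loss of luciferase light is scored as toxicity; potency is the fitted concentration of half-maximal effect; % is set by controls: 0 for no effect and ±100 for the full control effect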
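Step one: seed cells (200 cells/uL, DMEM with 10% Nu serum, 1% pen-strep). Step two: 12-hour incubation at 37 deg C. Step three: pin 23 nL compound, incubate 24 hr. Step four: add luciferase reagent, read luminescence 12 min later.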
PTHR1 ag: activates the human parathyroid hormone receptor PTHR1 | Potency, µM (titrated, usually from 115 µM), inactives show top-dose activation, usual class: activators | Q03431 | 0.075% of 410,000 active | AID 743266 | HEK293 GP2 PTHR1 cells, GloSensor cAMP luminescence, 1 h; note: potency is the fitted concentration of half-maximal effect; nearly all actives have a fitted effect of over 55% in size; some results filed as inactive show a strong effect at the top dose; inactives centre near -15; many of its hits are not listed in these tables
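HEK-293-derived GP2 cells expressing PTHR1 and a GloSensor cAMP reporter, 3,000/well, plated overnight, given luciferin plus IBMX (each 0.5 mM as added) for 1 h at 37 °C, then compound for 1 h at 37 °C. Luminescence was read after 15 min at room temperature.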
PLK1 PBD inh: blocks phosphopeptide binding to human PLK1 polo-box domain; P53350; 2.8% of 360,000 active; Potency, µM, for inactives: max response, negative = inhibition, most hits filed as inhibitors; Plk1 PBD binding of FITC phosphopeptide, fluorescence polarization; note: potency is the fitted concentration of half-maximal effect; series mostly up to about 57 µM; % is set by controls: 0 for no effect and ±100 for the full control effect; nearly all actives have a fitted effect of over 65% in size
Target sequence (P53350 whole entry, looked up, the tested form may be a part): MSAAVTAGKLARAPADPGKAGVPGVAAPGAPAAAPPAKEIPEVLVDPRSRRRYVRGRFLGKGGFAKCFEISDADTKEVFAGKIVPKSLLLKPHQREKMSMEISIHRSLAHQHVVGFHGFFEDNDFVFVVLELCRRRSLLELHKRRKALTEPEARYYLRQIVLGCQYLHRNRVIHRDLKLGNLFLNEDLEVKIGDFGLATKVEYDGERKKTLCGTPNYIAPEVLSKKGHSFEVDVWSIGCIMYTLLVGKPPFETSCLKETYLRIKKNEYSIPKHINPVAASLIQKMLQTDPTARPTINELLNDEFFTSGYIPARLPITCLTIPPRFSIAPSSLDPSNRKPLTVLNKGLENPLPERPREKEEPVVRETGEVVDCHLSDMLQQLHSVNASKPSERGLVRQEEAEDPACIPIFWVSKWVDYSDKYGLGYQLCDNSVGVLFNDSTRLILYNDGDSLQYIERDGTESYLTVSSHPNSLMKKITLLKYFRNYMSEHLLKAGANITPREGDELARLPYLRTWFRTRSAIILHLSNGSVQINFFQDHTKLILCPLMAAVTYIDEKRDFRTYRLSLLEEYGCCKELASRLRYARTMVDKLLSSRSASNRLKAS
IL-2 act: IL-2 activation. IL-2 activation reporter assay, cell-based qHTS; stimulated with anti-CD3/CD4/CD28 beads; in transgenic mouse T cells. activation, % (series mostly up to about 46 µM). 0.065% of 360,000 active; in the data active = activation above about 50%; inconclusive = mostly about 30% to 49%; note: 0% is about no effect
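Using fluorescent plate cytometry, EGFP and DsRed are detected in transgenic mouse T cells stimulated 18 h at 37 degrees C with antibody-coated beads after 60 min compound pretreatment.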
GLP-1R agonist: agonists of human GLP-1 receptor; P43220; HEK293 GLP-1R CRE-luciferase, luminescence, 4-6 h; cells express a hypersensitive GLP-1R form; Potency, µM (series often up to 45.6 µM), without a hit: at the top dose activation, hits mostly activators; 0.007% of 380,000 active; AID 624172; note: potency is the fitted concentration of half-maximal effect; % of control where 0% means no effect
EPAC1 antag: antagonists of human EPAC1; O95398; EPAC1 GEF assay, Rap1b-BODIPY-GDP exchange fluorescence; Potency, µM (highest dose often 115 µM), inactives show top-dose activity change, negative = inhibition, hits mostly inhibitors; 0.14% of 360,000 active;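 note: potency is the fitted concentration of half-maximal effect; plate controls were vehicle for no effect and positive control for full effect; nearly all actives have a fitted effect of over 50% in size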
GLP1R inv ag: acts as inverse agonist at human GLP-1 receptor. P43220. HEK293 GLP-1R CRE-luciferase, luminescence, 24 h; GLP-1R form is constitutively active. Potency, µM (series often up to 38.3 µM), for the others: at the top dose activity change, negative = inhibition, hits mostly inhibitors. 1.6% of 410,000 active; note: potency is the fitted concentration of half-maximal effect; % is set by controls: 0 for no effect and ±100 for the full control effect; nearly all actives have a fitted effect of over 55% in size
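qHTS in 1536-well format: reporter HEK293 cells expressing constitutive GLP-1R activity in DMEM + 10% Nu serum, 24 hr with compounds at 37 deg C, luminescence read after 12 min with detection reagent.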
* marks the source's active call; other numbers are inactive results; i = inactive; ? = inconclusive; . = no result given; [ ] = remark or other dose. Unless noted, calls come from the whole dose curve; as a rule, active = well fitted curve in the direction sought with a large enough effect; inconclusive = small, poorly fitted or top-dose-only effect, or another doubt; inactive = no such curve, though single readings can be large; an effect the other way counts as inactive or inconclusive.

SMILES	PI5P4K alpha inh	EPAC1 ag	GLP1R cytotox	PTHR1 ag	PLK1 PBD inh	IL-2 act	GLP-1R agonist	EPAC1 antag	GLP1R inv ag
COc1ccc(Cl)cc1NC(=O)/C=C/C(=O)O	2	-2%	5%	i	-6%	-1.8	4%	-11%	1%
COC(=O)c1c(NC(=O)CCl)sc(C(=O)N2CCOCC2)c1C	-1	-3%	-21%	i	-5%	-0.5	6%	1%	?
CC12CC3(C)CC(C)(C1)CC(C(=O)NC1=NCCS1)(C2)C3	8	-12%	?	7%	1%	0.8	-1%	-14%	?
CC(C)=CCOc1c2ccoc2c(OCC=C(C)C)c2oc(=O)ccc12	-7	3%	-2%	i	-14%	-3.8	15%	-19%	?
Cc1cc(C)c2c(=O)[nH]c(SCC(=O)Nc3ccc(Br)cc3)nc2n1	0	7%	-7%	?	-17%	-0.7	10%	-11%	24%
Cc1ccc(Nc2c(O)nc[nH]c2=O)cc1	8	7%	0%	i	-11%	-0.5	9%	-1%	7%
CCN(C(=O)CN1C(=O)NC(c2ccccc2)(c2ccccc2)C1=O)c1ccccc1	4	-4%	-5%	-3%	2%	-0.2	16%	19%	?
Cc1cc(NCCCOC(C)C)n2c(nc3ccccc32)c1C#N	3	-5%	44%[activator]	-9%	-4%	-0.5	0%	4%	-17%
Cc1ccsc1C(=O)NCC(=O)OCc1ccccc1	-2	8%	-8%	19%	-10%	-2.9	8%	-6%	14%
CCOC(=O)c1c(C)[nH]c(C)c1S(=O)(=O)NCC1CCN(Cc2ccccc2F)CC1	2	4%	17%	i	5%	0.3	-3%	-6%	-20%
O=C(Nc1cccc(C(=O)N2CCN(Cc3ccccc3)CC2)c1)c1ccccc1	0	3%	-16%	-60%[inhibitor]	-2%	-1.8	1%	-3%	?
O=C(NC1CCCC1)C(c1ccccc1)n1c(-c2ccc3c(c2)CCO3)nc2ccccc21 (stereo not given)	-4	8%	-11%	i	-5%	-0.4	.	-1%	-18%
Cc1cccc(C(CC(=O)O)n2cccc2)c1 (stereo not given)	1	-1%	-8%	i	0%	0.0	-9%	3%	-2%
O=C(CCNS(=O)(=O)c1cccc2nsnc12)NCc1cccs1	0	5%	7%	i	-2%	-1.8	0%	9%	10%
CC(C)(C)OC(=O)N1Cc2ccccc2C[C@H]1C(=O)NCC(=O)NCC1CCCO1 (stereo not given in full)	-1	-9%	-11%	4%	?	-2.3	-1%	-13%	10%
CCOc1ccccc1NC(=O)Cn1nnc(C(=O)NCCc2ccc(OC)c(OC)c2)c1N	-1	-6%	-2%	-7%	-6%	-3.0	-5%	6%	20%
CC1=NCCN1S(=O)(=O)c1cccc([N+](=O)[O-])c1	-1	6%	-28%	-1%	-8%	-0.4	2%	11%	-15%
CCCCn1c(NC(=O)c2ccco2)c(S(=O)(=O)c2ccc(C)cc2)c2nc3ccccc3nc21	-2	-3%	52%[activator]	-27%	?	-0.4	5%	-13%	?
CC(C)(CNC(=O)/C=C/c1ccc(F)cc1)CNC(=O)/C=C/c1ccc(F)cc1	7	-11%	-2%	-16%	0%	-2.5	10%	?	6.3µM*
CC(C)Cc1cc(C(=O)Nc2cc(Cl)ccc2Cl)no1	8	-3%	1%	-7%	-3%	-4.1	1%	2%	17%
Cc1[nH]ccc2c1[nH]c1cc(=O)ccc12	0	-6%	-7%	i	2%	-0.1	-9%	19%	-29%
CC(=O)c1cccc(NC(=O)C2CCCN(S(=O)(=O)c3ccc(F)cc3)C2)c1 (stereo not given)	-5	10%	-7%	i	-11%	0.2	-6%	-8%	?
CCOc1ccc2nc(N3C(=O)CNC3=S)sc2c1	0	4%	?	-27%	-10%	-0.6	10%	-1%	?
O=C(c1cccs1)c1coc2ccc(O)c(CN3CCOCC3)c12	?	0%	12%	i	-11%	-0.6	0%	0%	-6%
O=C(NC1CCCC1)c1nc2c(nnn2Cc2cccc(Cl)c2)c(=O)[nH]1	.	2%	-25%	-3%	-6%	-2.7	0%	-5%	?
CC1(C)NC(=O)N(CC(=O)NNC(=O)c2ccccc2F)C1=O	10	8%	-10%	i	-3%	-3.7	-9%	1%	9%
O=S(=O)(c1ccc(Oc2ccc(F)c(Cl)c2)nc1)N1CCOCC1	-5	13%	-2%	-16%	-1%	0.7	3%	-11%	-7%
NC(=O)c1ccc(NC(=O)c2cc(S(=O)(=O)N3CCCCC3)ccc2N2CCOCC2)cc1	3	2%	-8%	i	-4%	0.9	6%	-7%	34%[activator]
COc1ccc(/C(C)=N/NC(=O)c2nnn(-c3nonc3N)c2CN(C)c2ccccc2)cc1	-1	-3%	-4%	i	2%	0.1	-3%	9%	10%
COc1cccc(CNC(=O)CSc2nc3ccc(C)cc3[nH]2)c1	-5	4%	4%	-3%	-12%	-2.7	4%	?	-10%

Part of the list above, with bars between the fields.
SMILES | PI5P4K alpha inh | EPAC1 ag | GLP1R cytotox | PTHR1 ag | PLK1 PBD inh | IL-2 act | GLP-1R agonist | EPAC1 antag | GLP1R inv ag
Cc1[nH]ccc2c1[nH]c1cc(=O)ccc12 | 0 | -6% | -7% | i | 2% | -0.1 | -9% | 19% | -29%
CC(=O)c1cccc(NC(=O)C2CCCN(S(=O)(=O)c3ccc(F)cc3)C2)c1 (stereo not given) | -5 | 10% | -7% | i | -11% | 0.2 | -6% | -8% | ?
CCOc1ccc2nc(N3C(=O)CNC3=S)sc2c1 | 0 | 4% | ? | -27% | -10% | -0.6 | 10% | -1% | ?

Additional structures follow.
SMILES	PI5P4K alpha inh	EPAC1 ag	GLP1R cytotox	PTHR1 ag	PLK1 PBD inh	IL-2 act	GLP-1R agonist	EPAC1 antag	GLP1R inv ag
Cc1cc(=O)oc2ccc(OCC(=O)NCc3ccco3)cc12	-10	0%	-5%	i	-3%	-0.4	1%	2%	10%
COc1ccc(CNC(=O)/C=C/c2ccc(S(=O)(=O)NCc3ccco3)cc2)cc1OC	-4	-6%	-3%	-40%[inhibitor]	-4%	1.6	7%	-6%	37%[activator]
Cc1ccccc1-c1nc(CS(=O)CC(=O)NC2CC2)c(C)o1 (stereo not given)	-11	-5%	-2%	i	-2%	0.2	2%	-5%	7%
CCOC(=O)Cn1nc(C)c(NC(=O)COc2cccc(Cl)c2)c1C	0	-2%	0%	-25%	-7%	-2.6	0%	12%	9%
Clc1ccccc1N=C1NN=C(c2cccs2)CS1	5	2%	-5%	-23%	-19%	-2.2	3%	-15%	?
Cc1cc(C)n(-c2ncc3c(n2)N(C)CCOC3=O)n1	-1	5%	-3%	i	-11%	0.0	5%	5%	21%
COc1ccc(-c2nc3c4ccccc4ccn3c2Cc2ccccc2)cc1OC	-1	2%	-1%	-17%	8%	-0.6	9%	8%	-25%
Cc1ccc(NC(=O)C(C)N2C(=O)c3ccccc3C2=O)cc1S(=O)(=O)N1CCOCC1 (stereo not given)	0	6%	2%	i	-2%	-1.9	4%	-15%	-5%
COC(=O)c1ccc(NC(=O)CN2CCN(CCO)CC2)cc1	-5	-3%	-9%	i	4%	-0.5	2%	-27%	-13%
COc1cc2c(c(OC)c1OC)C(=O)CC2	-2	-1%	5%	i	-4%	0.1	10%	2%	-5%
O=C(O)CN1C(=O)/C(=C/C=C/c2ccccc2)SC1=S	-2	9%	-16%	-41%[inhibitor]	?	-0.6	-1%	1%	2%
C=CCC1(CC=C)CCCN1C(=O)CC1C(=O)NCCN1Cc1ccccc1OC (stereo not given)	5	-5%	-2%	i	-10%	0.7	2%	9%	?
CCOC(=O)[C@H]1[C@H]2COc3ccc(Br)cc3[C@@H]2N2C(=O)CN(Cc3ccc(C)cc3)C(=O)[C@@]12C	-1	-7%	5%	-42%[inhibitor]	-19%	-2.0	8%	-4%	-3%
COc1cc(/C=C2\SC(=Nc3ccccc3)N(CCc3c[nH]c4ccccc34)C2=O)ccc1OC(C)C(=O)O (stereo not given)	?	100µM*	-6%[1.53 µM]	-17%	?	0.1	-9%	?	11%
CCOc1ccc(/C=N/NC(=O)c2ccccc2Cl)cc1CN1CC2CC(C1)c1cccc(=O)n1C2 (stereo not given)	-1	8%	-5%	-27%	-9%	-0.1	20%	3%	12%
CCCCOc1ccc(C(=O)NCC(=O)NCC(=O)OCC)cc1	.	-30%	-2%	i	2%	-1.1	-2%	10%	5%
CN(C)CCN(C(=O)c1ccc2ccccc2c1)c1nc2ccc(Br)cc2s1	-4	-11%	1%	i	-6%	-0.8	-2%	20%	5%
COc1ccc(C2=Nn3c(nnc3-c3ccccc3Cl)SC2)cc1OC1CCOC1 (stereo not given)	.	3%	.	-1%	.	0.1	?	-3%	.
COc1ccc(-c2cc3nc(C)cc(N4CC(C)CC(C)C4)n3n2)cc1 (stereo not given)	31	-1%	23%	-6%	-5%	-0.4	8%	-22%	0%
CC(=O)NC1=NN(C(C)=O)C(c2ccc(F)cc2)S1 (stereo not given)	1	-6%	-1%	-24%	-14%	-0.6	3%	-6%	-10%
CCOC(=O)C/C(C)=N\Nc1ccc([N+](=O)[O-])cc1[N+](=O)[O-]	2	-4%	-24%	-27%	3%	-2.5	6%	-19%	12%
Cc1cc(NC(=O)CSc2ccc(-c3ccccc3)nn2)no1	5	9%	14%	23%	-7%	-1.4	5%	-7%	23%
CC(C)c1onc(C(=O)N(C)Cc2ccccc2)c1[N+](=O)[O-]	-5	-3%	-2%	-19%	6%	-2.4	0%	-2%	3%
O=C(c1ccc(F)cc1)C1CCN(Cc2cn[nH]c2-c2ccccc2)CC1	-4	0%	-7%	i	1%	3.0	0%	-6%	2%
CCOc1ncccc1C(=O)Nc1ccc(C(=O)Nc2ccc(OC)cc2)cc1	1	-15%	1%	i	2%	-0.3	9%	-3%	25%
Cc1ccc(S(=O)(=O)N2CCOCC2)cc1NC(=O)COC(=O)CNC(=O)c1ccccc1	0	-17%	-1%	i	-3%	-3.1	-5%	0%	4%
CCCNC(=O)COC(=O)CCC(=O)c1cccs1	2	-5%	10%	-23%	-8%	-4.4	-1%	12%	5%
O=C(c1cccnc1)N1N=C2CCCCCC2C1(O)C(F)(F)F (stereo not given)	1	1%	-11%	i	-16%	-1.3	7%	-3%	6%

Some of the compounds tested, so the mix of outcomes need not match the whole.
